HRas wt GTP bind – changes GTP binding to wildtype human HRas; P01112; GST-Ras wt beads, Bodipy-FL-GTP binding, flow cytometry; actives lie on both sides; GTP binding activity, % at 10 µM; actives 0.14% (n = 190,000); AID 759;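 active means GTP binding activity at least 20% away from the 100% baseline, either lowered as inhibitor or raised as activator; inconclusive means flagged as likely green fluorescent, judged across all proteins in the well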;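 further: 0% = unlabeled GTP competition control and 100% = no-compound control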
Target sequence (P01112 whole entry, looked up): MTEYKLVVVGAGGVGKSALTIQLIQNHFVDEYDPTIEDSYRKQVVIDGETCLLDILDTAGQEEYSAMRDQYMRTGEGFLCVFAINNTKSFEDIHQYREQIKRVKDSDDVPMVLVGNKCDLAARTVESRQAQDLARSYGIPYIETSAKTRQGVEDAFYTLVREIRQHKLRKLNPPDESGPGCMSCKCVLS
Rab7 wt modul – modulators of GTP binding to dog Rab7 wildtype GTPase | GTP binding activity (percent of control), % at 10 µM | AID 758 | GST-Rab7 beads, fluorescent GTP binding, flow cytometry; actives lie on both sides; untreated = 100%, excess cold GTP = 0% | actives 0.055% (n = 190,000);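 active means fluorescent GTP binding to Rab7 beads changed by at least 20 points from the 100% baseline, either direction, mostly lower; inconclusive means compound itself probably fluorescent, or too few beads counted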;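 further: median green fluorescence of bound Bodipy-FL-GTP per Rab7 bead population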
Cdc42 wt – changes GTP binding to wildtype human Cdc42. P60953. GST-Cdc42 beads, Bodipy-GTP binding, flow cytometry; actives lie on both sides. percent activity (GTP binding), % at 10 µM. actives 0.2% (n = 190,000). AID 761;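 active means percent activity GTP binding at least 20 points away from the 100% baseline, either down as inhibitor or up as activator; inconclusive means compound flagged as likely green fluorescent from well-wide comparison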;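 further: median bead fluorescence of bound Bodipy-FL-GTP at 100 nM; 0% = excess unlabeled GTP control and 100% = no compound control; below 100% means less GTP binding so inhibitor and above means activator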
Target sequence (P60953 whole entry, looked up): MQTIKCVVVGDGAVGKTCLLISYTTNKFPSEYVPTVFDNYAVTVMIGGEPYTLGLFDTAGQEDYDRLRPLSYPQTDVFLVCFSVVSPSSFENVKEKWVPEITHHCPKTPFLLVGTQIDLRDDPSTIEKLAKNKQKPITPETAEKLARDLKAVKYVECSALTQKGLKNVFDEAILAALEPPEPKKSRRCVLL
Rac1 wt GTP bind – alters GTP binding to wildtype human Rac1 | GST-Rac1 beads, fluorescent GTP binding, flow cytometry; actives lie on both sides; 0 = cold GTP competed, 100 = untreated | GTP binding activity (% of control), % at 10 µM | actives 0.27% (n = 190,000) | AID 757;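 active means GTP binding activity at least 20 points away from the 100% control level, either lower or higher; inconclusive means compound flagged as likely green fluorescent, judged across all proteins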
Rac1 act GTP bind – human Rac1 activated mutant GTP binding change; P63000; GST-Rac1 activated beads, fluorescent GTP binding, flow cytometry; actives lie on both sides; 100% means binding = to untreated wells; percent activity (GTP binding), % at 10 µM; actives 0.11% (n = 190,000);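 active means GTP binding at least 20 percentage points away from the 100% baseline, in either direction, so actives lie on both sides; inconclusive means Compound likely fluorescent itself, or too few beads counted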
Mcl1 Bid PPI – Mcl-1/Bid interaction inhibition; Q07820; TR-FRET Mcl-1/Bid-Dy647 peptide binding, 1536-well; inhibition, % at 21.7 µM; actives 0.97% (n = 220,000); AID 1021;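 active means compounds that cut the binding signal by more than half at the single screening dose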;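 further: His-tagged Mcl-1 with europium anti-His antibody binding Bid BH3 peptide; 0% = Mcl-1 plus peptide wells and 100% = peptide-only wells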
Target sequence (Q07820 whole entry, looked up): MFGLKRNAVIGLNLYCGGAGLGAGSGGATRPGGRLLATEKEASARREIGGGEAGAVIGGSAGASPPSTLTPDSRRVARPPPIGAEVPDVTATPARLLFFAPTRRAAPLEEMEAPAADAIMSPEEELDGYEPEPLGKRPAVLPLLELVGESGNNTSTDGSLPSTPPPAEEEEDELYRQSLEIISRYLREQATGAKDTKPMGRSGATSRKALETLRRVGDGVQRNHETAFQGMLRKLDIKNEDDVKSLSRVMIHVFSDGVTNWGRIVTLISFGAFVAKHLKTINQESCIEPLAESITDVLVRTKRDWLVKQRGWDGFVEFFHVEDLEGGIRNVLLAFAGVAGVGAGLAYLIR
Rab2A wt mod – changes GTP binding to wildtype dog Rab2A, up or down; P61105; GTP binding activity, % at 10 µM; GST-Rab2 wt beads, Bodipy-GTP binding, flow cytometry; actives 0.19% (n = 190,000);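 active means GTP binding activity at least 20 points away from 100%, either lowered or raised; inconclusive means signal likely due to the compound's own green fluorescence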;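 further: 0% = beads with excess unlabeled GTP and 100% = no-compound control corrected for plate trend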
Avidin bead fluor – avidin bead compound fluorescence profile | Avidin beads, compound fluorescence 488/530 nm, flow cytometry; active compounds read high | fluorescence (KMESF) at 10 µM | actives 0.38% (n = 220,000); in the data active means fluorescence above about 47; further: inactives centre near 10
GSH fluor – compound fluoresces at 488/530 nm on GSH beads; GSH beads flow cytometry, compound fluorescence 488/530 nm; active compounds read high; AID 1776; actives 0.25% (n = 190,000); fluorescence (KMESF) at 10 µM; in the data active means fluorescence above about 89;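 further: glutathione beads carrying GST-tagged Bcl family fusion proteins plus one bare bead set; values are compound well signal with DMSO vehicle wells as background; inactives centre near 16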
Mcl1 Noxa PPI – Mcl-1/Noxa interaction inhibition | Q07820 | TR-FRET Mcl-1/Noxa peptide binding, 2 h | inhibition, % at 21.7 µM | actives 1.5% (n = 220,000) | AID 1022;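 active means compounds that cut the protein-peptide binding signal by more than 50% relative to plate controls in a single-dose test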;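 further: His-tagged Mcl-1 with rhodamine Noxa BH3 peptide and terbium anti-His antibody; 0% = Mcl-1 plus Noxa peptide wells and 100% = peptide-only wells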
Pf gametocyte – P. falciparum stage V gametocyte viability inhibition | P. falciparum stage V gametocytes, ATP luminescence, 24 h | actives 0.065% (n = 150,000) | inhibition, % at 10.9 µM;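 active means inhibition above the mean plus 3 SD of compounds within the control limits, set per campaign, cut at about 38% in these data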;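 further: 0% = DMSO wells and 100% = medium only without gametocytes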
* = called active by the depositor; u = inconclusive; x = no result given. Not a hit list; overall some 3% were active at least once.

SMILES	HRas wt GTP bind	Rab7 wt modul	Cdc42 wt	Rac1 wt GTP bind	Rac1 act GTP bind	Mcl1 Bid PPI	Rab2A wt mod	Avidin bead fluor	GSH fluor	Mcl1 Noxa PPI	Pf gametocyte
N/C(CSc1nc(-c2ccccc2)c(-c2ccccc2)o1)=N\O	u	u	u	u	u	5	u	27	17	6	x
COc1ccccc1NC(=O)c1ccccc1NC(=O)c1cc(Cl)ccc1NC(=O)c1ccco1	94	90	94	95	93	16	90	32	12	-9	39*
O=C(Cc1ccc2c(c1)OCCO2)N1CCN(S(=O)(=O)c2cccc(Cl)c2Cl)CC1	91	89	93	95	95	-37	93	42	8	27	5
Cc1ccc(OCc2cc(C(=O)Nc3ccccc3)oc2C)cc1	102	102	105	105	99	-312	103	12	31	-2	x
CN1C(=O)N(C)C2(CC1(C)C)CC(C)(C)N(C)C(=O)N2C	99	99	98	94	96	-12	97	8	57	-1	x
Cc1ccc(CN2CCN(CC(=O)O)C2=O)cc1	102	105	99	104	98	4	100	14	12	18	x
O=C(CCN1C(=O)c2ccccc2C1=O)Nc1ccc(-c2cn3ccsc3n2)cc1	97	95	96	93	95	-15	96	20	5	35	6
COc1ccc(CC(=O)NCc2nnc(SCC(=O)Nc3cccc(F)c3)n2C)cc1	94	98	99	95	96	-16	96	10	15	4	11
COCCNC(=O)C(=O)Nc1ccc(Br)cc1	102	102	102	104	99	2	100	7	19	-2	x
Cc1nc(-c2ccccc2)ccc1C(=O)O	94	94	97	94	95	5	94	22	8	16	1
CCCc1nc(N2CCN(C)CC2)c2sc(=S)n(-c3ccccc3)c2n1	105	102	105	108	103	6	104	8	24	18	x
c1ccc(NCc2nc(-c3ccccc3)no2)cc1	103	100	103	106	98	-35	101	13	30	8	x
COc1ccc(/C=C2\N=C(SC)N(C)C2=O)cc1	101	97	100	102	98	-38	98	11	8	2	x
CCCNc1ncnc2c1cnn2-c1ccc(OC)cc1	100	102	102	103	97	-24	99	23	11	9	x
N=c1n(CCN2CCCCC2)c2ccccc2n1CC(O)COc1ccccc1 (stereo not given)	100	94	100	100	99	-3	97	31	13	26	13
COc1ccc(C(=O)c2ccccc2Cl)cc1	101	101	102	103	99	-15	101	11	26	3	2
CC(C)NC(=S)N1CCN(S(C)(=O)=O)CC1	101	101	104	102	101	-113	101	4	12	-19	1
Cc1cnc(C(=O)OCC(=O)NC2CCCC(C)C2C)cn1 (stereo not given)	100	98	103	103	98	-14	99	18	20	-3	x
CCOc1cc(C2/C(=C(\O)c3cc(C)ccc3C)C(=O)C(=O)N2CCN(C)C)ccc1O (stereo not given)	104	107	103	102	96	-87	104	18	14	10	-19
O=C(CCCc1ccccc1)NC1CCSC1=O (stereo not given)	102	101	100	105	100	3	101	6	30	3	5
Cc1ccc(NC(=S)/C(=C(\[O-])c2ccc(C)c([N+](=O)[O-])c2)[n+]2ccccc2)cc1C	99	96	99	99	99	-39	98	3	19	8	x
C=CCN(C(=O)c1cccc(C(F)(F)F)c1)C1(C(=O)Nc2ccccc2)CCN(C(C)C)CC1	u	u	u	u	u	-38	u	9	11	20	-13
COC(=O)C1=C(C)C(c2ccc(OC)cc2OC)NC(=O)N1 (stereo not given)	104	101	106	106	104	65*	101	7	6	4	x
O=c1[nH]c(NCCO)nc2c1C1(CCCC1)Cc1ccccc1-2	100	96	102	102	100	-4	101	7	10	4	-28

Next section; it opens with the 2 that closed the last part.
SMILES	HRas wt GTP bind	Rab7 wt modul	Cdc42 wt	Rac1 wt GTP bind	Rac1 act GTP bind	Mcl1 Bid PPI	Rab2A wt mod	Avidin bead fluor	GSH fluor	Mcl1 Noxa PPI	Pf gametocyte
COC(=O)C1=C(C)C(c2ccc(OC)cc2OC)NC(=O)N1 (stereo not given)	104	101	106	106	104	65*	101	7	6	4	x
O=c1[nH]c(NCCO)nc2c1C1(CCCC1)Cc1ccccc1-2	100	96	102	102	100	-4	101	7	10	4	-28
CCC1CCCCN1C(=O)c1noc(C(C)C)c1[N+](=O)[O-] (stereo not given)	103	99	104	105	101	1	101	11	10	12	x
CC(=O)N1CCC(N(CCN2CCOCC2)C(=S)Nc2ccc(C)cc2C)CC1	95	96	103	101	97	-29	97	10	13	21	2
N#CCCN1CCN(S(=O)(=O)c2ccc(C#N)cc2)CC1	103	101	103	105	100	-6	102	12	25	24	x
COc1ccccc1OCC(=O)Nc1ccc(C(N)=O)cc1	102	99	100	97	99	-13	101	13	20	1	13
CCOC(=O)CSc1ncccn1	103	105	99	100	97	-35	101	7	13	6	-9
Cc1cc(=O)oc2cc(OC(C)C(=O)N3CCOCC3)ccc12 (stereo not given)	102	103	99	106	99	0	100	13	7	-5	-20
O=C(/C=C/c1ccc(OCCCF)cc1)NCc1cccc(Cl)c1	97	92	98	98	95	8	97	7	19	-3	2
NC(=O)CN1CCOCCOCCOCCOCCOCC1	96	96	96	92	94	-1	94	37	13	1	x
COc1cc(OC)cc(C(=O)Nc2ccccc2C(=O)N2CCCC2)c1	99	99	100	103	98	-4	100	43	13	-6	x
COCCCNC(=S)NC(=O)c1ccccc1	101	100	106	105	104	-17	99	12	11	-7	13
CCOc1ccc(-n2c(Cc3cc(=O)[nH]c(=O)[nH]3)nnc2SCc2cccnc2)cc1	101	99	104	106	102	-24	99	9	20	-3	x
COc1ccc(OC)c2[nH]c(=O)c(CCNC(=O)c3cc4ccccc4o3)cc12	98	99	99	97	97	-6	98	7	28	13	x
O=C(NCc1ccco1)c1ccc(=O)oc1	100	103	100	104	98	-34	101	13	7	16	x
S=c1[nH]nc(-c2ccncc2)n1/N=C/C(Cl)=C\c1ccccc1	95	98	95	95	93	-70	97	9	24	12	9
Cc1nnc(NC(=O)Oc2ccccc2)s1	99	97	99	101	98	10	95	9	25	5	x
Cc1cccc(N(C(=O)CNC(=O)c2cccs2)C(C(=O)NC2CCCC2)c2cccnc2)c1 (stereo not given)	98	98	97	98	97	-17	98	8	16	-3	x
Cc1ccc(NC(=O)CN2C(=O)S/C(=C/c3ccc(O)c([N+](=O)[O-])c3)C2=O)cc1C	90	94	90	88	88	21	90	5	8	73*	0
CCOC(=O)C1CCCN(S(=O)(=O)c2cccs2)C1 (stereo not given)	95	97	96	95	94	-9	94	8	32	-1	-17
CC1CCN(CCC(=O)NN)CC1	98	96	96	101	96	-33	96	9	26	14	x
CCOC(=O)C1CCN(C(=O)c2c(C)oc3c2C(=O)c2ccccc2C3=O)CC1	101	100	103	108	98	-2	103	5	12	3	x
COc1cccc(NC(=O)C2CC(=O)OC23CCOC(C)(C)C3)c1 (stereo not given)	102	99	102	102	99	-9	101	10	48	3	x
COc1cc(/C=C(/C#N)c2ccc(F)cc2)ccc1Oc1ccc([N+](=O)[O-])cn1	u	u	u	u	u	-10	u	9	14	8	4
Cc1cccc(C(=O)Nc2nnc(Cc3c[nH]c4ccccc34)s2)c1	104	101	103	101	100	-41	104	11	21	-8	x
CCN(CCCNC(=O)CN(C)S(=O)(=O)c1cccc2nsnc12)c1ccccc1	98	100	98	98	95	-12	99	33	24	9	-21
Cc1ccc(C(=O)N2CCCC2)cc1Br	103	101	101	99	98	-23	101	16	11	20	x
Cc1ccc2nc(CSc3nnc4ccccn34)cc(=O)n2c1	93	96	96	97	95	5	94	24	28	4	-17
O=[N+]([O-])c1cc(S(=O)(=O)N2CCCC2)ccc1NCCCN1CCOCC1	102	106	97	100	93	-39	101	5	10	6	-9
CCOc1ccc2c(c1)c(N=Nc1cccc(C(=O)O)c1)c(O)n2C	96	98	99	93	95	-30	95	14	5	16	-12
CC(=O)N1c2c(cc(Br)cc2S(=O)(=O)N2CCN(C(=O)c3ccco3)CC2)CC1C (stereo not given)	102	99	102	105	98	4	101	31	19	6	0
Cc1nc(NC(=O)C2CCCC2)sc1Cc1ccc2c(c1)OCO2	98	98	100	104	97	14	96	6	24	8	x
COc1cc(CNn2nnnc2N)ccc1OCC(=O)NC(C)(C)C	104	103	106	107	102	-26	103	6	15	-14	17
Cc1cc2nc(C)n(CCCNC(=O)Nc3cccc4ccccc34)c2cc1C	94	89	93	99	96	5	92	21	11	-19	x
COC(=O)c1cc(NCc2c(F)cccc2Cl)ccc1N1CCOCC1	u	u	u	u	u	-23	u	12	13	45	x
O=C(NC(C(=O)O)c1ccccc1)c1ccc(S(=O)(=O)N2CCOCC2)cc1 (stereo not given)	96	93	97	93	94	-13	94	11	34	x	28
O=S(=O)(Nc1ccc(Cc2ccncc2)cc1)c1ccc(Cl)s1	100	93	97	99	98	-14	98	16	12	21	24
COc1ccc(NC2=Nc3ccccc3N3C2=Nc2c(c(C)nn2-c2ccc(C)cc2)C3c2cccnc2)cc1 (stereo not given)	99	99	102	98	98	12	102	13	6	4	-32
Cc1cccc2sc(NC(=O)C3CCCN(S(=O)(=O)c4cccc5nonc45)C3)nc12 (stereo not given)	u	u	u	u	u	-2	u	34	22	-69	x
CCOc1ccc(S(=O)(=O)NCCC(=O)OCN2C(=O)c3ccccc3C2=O)cc1	101	99	103	104	99	4	103	12	29	26	24
COc1ccc(/C(O)=C/Sc2nnc(Cc3ccccc3)o2)cc1	98	93	99	98	97	-15	96	10	4	4	-52
CCc1nnc(NC(=O)CSc2nnc(-c3cc4ccccc4cc3O)n2CCOC)s1	102	101	102	103	99	-72	101	6	15	31	-36
CCN(CC)c1ccc(NC(=O)Nc2cccc(C(C)=O)c2)cc1	103	104	102	108	98	-76	99	-5	36	86*	-23
O=C(NC1CCCCC1)c1ccc(N2CCCC2=O)cc1	101	98	100	100	99	-28	99	19	15	12	x
COC(=O)c1cn(C(=O)c2ccc(C)cc2)c2ccccc12	101	106	96	98	96	-16	100	12	13	5	11
CCOc1ccc(NC(=O)C2CCCN(S(=O)(=O)c3c(C)nn(C)c3C)C2)cc1 (stereo not given)	97	98	99	100	94	-26	97	9	22	20	x
Cc1ccc2cc3c(nc2c1)N(Cc1ccco1)CC3	101	101	100	101	100	5	102	9	15	-4	-8
CCNCc1ccc(OCc2cccs2)c(OCC)c1	97	105	100	99	93	-7	100	10	15	8	-9
CC(C)(Oc1ccc(-c2ccco2)cc1)C(=O)O	91	95	91	93	87	-93	89	18	22	23	x
CCc1ccc(S(=O)(=O)NCCc2cn3ccccc3n2)s1	105	107	107	104	101	-13	105	37	22	-3	x
COCCNC(=O)CN1c2ccccc2CC1C (stereo not given)	100	101	104	103	99	-36	100	23	13	-4	x
COc1ccc(NC(=O)Cn2c3ccccc3c3nc4n(c(=O)c32)CCS4)cc1	95	94	93	92	96	27	94	27	8	5	8

From PubChem
